Bioassay records as filed in PubChem BioAssay.
HKDC1 inhibitor = HKDC1 (human) hexokinase inhibition | recombinant HKDC1, G6PDH/diaphorase resazurin coupled fluorescence | Q2TB90 | inhibition, % at 20 µM | hit rate 0.16% among 340,000 | AID 493160;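 active means inhibition above about 35% when tested at 20 µM, limit read from the data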;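 further: plate controls were DMSO wells with enzyme for no effect and DMSO wells lacking enzyme for full effect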
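Material – in-house recombinant HK5 (HKDC1) enzyme · Quantity – HKDC1 at 5 µg/mL · Buffer or medium – pH 8.0 Tris buffer with 10 mM MgCl2 · Reagent – glucose with 1 mM ATP · Dosing – single 20 µM dose · Times – reaction time 90 min, room temperature, protected from light · Technique – resorufin fluorescence at 613 nm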
mIAP act = increases mouse intestinal alkaline phosphatase activity; hit rate 0.24% among 330,000; AID 2805; activation factor at 10 µM; muIAP, CDP-Star luminescence, 30 min; stronger effect = higher value; 1 = vehicle-only enzyme signal, 0 = enzyme-free wells;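 active means activation factor of at least 2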; further: the source names both 10 and 20 µM as test concentration; values of inactives mirror those of a sister screen read the other way
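Assay system: mouse IAP enzyme; reagent: chemiluminescent substrate CDP-Star; dosing: test compounds delivered from DMSO solution; schedule: 30 min at room temperature; measured by: luminescence from enzymatic CDP-Star hydrolysis; controls: DMSO-only wells and no-enzyme negative control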
hIAP inh = blocks human intestinal alkaline phosphatase. P09923. purified IAP, CDP-Star luminescence, 30 min. inhibition, % at 10 µM. hit rate 0.12% among 330,000;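 active means inhibition reaching a set limit with compound at 10 µM in the primary screen, cut at about 35% in these data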;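 further: plate controls were DMSO wells with enzyme for no effect and no-enzyme buffer wells for full effect; values of inactives mirror those of a sister screen read the other way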
Target sequence (P09923 whole entry, looked up): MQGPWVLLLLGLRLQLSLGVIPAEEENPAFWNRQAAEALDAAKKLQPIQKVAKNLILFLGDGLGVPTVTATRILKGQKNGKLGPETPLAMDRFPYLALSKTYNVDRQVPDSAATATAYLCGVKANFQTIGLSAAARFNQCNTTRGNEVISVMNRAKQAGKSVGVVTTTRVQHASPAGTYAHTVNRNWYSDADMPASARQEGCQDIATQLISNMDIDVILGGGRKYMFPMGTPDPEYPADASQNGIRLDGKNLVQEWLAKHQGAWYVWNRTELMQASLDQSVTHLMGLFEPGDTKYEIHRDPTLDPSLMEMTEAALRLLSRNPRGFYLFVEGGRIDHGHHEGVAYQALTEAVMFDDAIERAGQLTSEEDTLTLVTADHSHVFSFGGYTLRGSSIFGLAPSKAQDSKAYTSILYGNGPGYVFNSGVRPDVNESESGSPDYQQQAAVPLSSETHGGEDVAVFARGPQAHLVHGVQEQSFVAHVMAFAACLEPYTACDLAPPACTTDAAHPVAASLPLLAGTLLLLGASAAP
PfGluPho inh = PfG6PD (Plasmodium falciparum) enzyme inhibition | hit rate 0.78% among 350,000 | PfGluPho enzyme, NADPH resazurin-diaphorase fluorescence | AID 504690 | inhibition, % at 20 µM;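 active means inhibition reaching at least a set limit at 20 µM in the primary screen, cut at about 59% in these data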;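 further: 0% = DMSO wells with substrate and 100% = DMSO wells lacking glucose-6-phosphate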
APOBEC3A inh = blocks human APOBEC3A ssDNA deamination | P31941 | recombinant A3A, FAM/TAMRA ssDNA deamination fluorescence | inhibition, % at 20 µM | hit rate 0.41% among 330,000 | AID 493011;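 active means at least 40% inhibition at 20 µM here, with at most 30% in a related deaminase screen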;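 further: plate controls were A3A with DMSO for no effect and wells lacking A3A enzyme for full effect; some results filed as inactive read as strong as hits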
mIAP inh = blocks mouse intestinal alkaline phosphatase. purified mouse IAP, CDP-Star luminescence, 30 min. inhibition, % at 10 µM. hit rate 0.2% among 330,000. AID 2806;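 active means inhibition of at least 40% at 10 µM in the primary screen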;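 further: plate controls were DMSO with enzyme for no effect and no enzyme wells for full effect; values of inactives mirror those of a sister screen read the other way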
hIAP activ = increases human intestinal alkaline phosphatase activity | P09923 | purified human IAP, CDP-Star luminescence, 30 min; stronger effect = higher value; 1 = vehicle-only enzyme, 0 = enzyme-free background | activation factor at 10 µM | hit rate 0.16% among 330,000 | AID 2524;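 active means activation factor of the enzyme at least 2-fold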; further: the source names both 10 and 20 µM as test concentration; values of inactives mirror those of a sister screen read the other way
ATG4B inh = blocks human ATG4B protease cleavage of LC3 substrate; ATG4B cleavage of LC3-PLA2, NBD-HPC fluorescence, 1 h; inhibition, % at 8.33 µM; hit rate 0.51% among 340,000; in the data active means inhibition above about 40%
Target sequence (Q9Y4P1 whole entry, looked up): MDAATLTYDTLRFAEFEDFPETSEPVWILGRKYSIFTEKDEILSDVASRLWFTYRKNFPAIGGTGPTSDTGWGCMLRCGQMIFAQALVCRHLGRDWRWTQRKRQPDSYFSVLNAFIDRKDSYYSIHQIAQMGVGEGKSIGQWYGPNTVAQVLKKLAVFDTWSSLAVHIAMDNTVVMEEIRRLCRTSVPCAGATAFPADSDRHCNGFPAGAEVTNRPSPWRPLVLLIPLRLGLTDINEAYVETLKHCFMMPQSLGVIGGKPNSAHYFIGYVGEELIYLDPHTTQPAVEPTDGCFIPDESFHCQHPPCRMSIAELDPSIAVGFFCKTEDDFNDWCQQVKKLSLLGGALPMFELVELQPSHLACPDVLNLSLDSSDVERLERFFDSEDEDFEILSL
Active calls of the source: *; . = not tested or not shown; & = joins results of further samples.

SMILES	HKDC1 inhibitor	mIAP act	hIAP inh	PfGluPho inh	APOBEC3A inh	mIAP inh	hIAP activ	ATG4B inh
Cc1nnc(NC(=O)c2cc(-c3ccco3)nc3ccccc23)s1	.	0.97	8	.	84	3	0.92	.
N#CC(C#N)=Cc1cn(-c2ncc(C(F)(F)F)cc2Cl)c2ccccc12	8	0.96	5	-23	0	4	0.95	7
COc1ccc(N2CCN(C(C)C(=O)N(C)Cc3ccccc3)CC2)cc1 (configuration not stated)	-5	1	2	8	-6	0	0.98	-5
CCCCOCCCNC(=O)c1ccc(OCC)cc1	-8	0.88	-11	-11	-1	12	1.1	-3
CCN(CC(=O)Nc1ccc(NC(C)=O)cc1)C(=O)/C=C/c1cn(-c2ccccc2)nc1-c1ccc(F)cc1	-4	0.99	2	7	-3	1	0.98	-7
CCC(=O)NC(=S)Nc1ccc(N2CCN(C(=O)c3ccc(Cl)cc3)CC2)cc1	13	0.93	10	-9	-1	7	0.9	-1
Cc1ccc(-n2c(CSc3nc(C)cc(C)n3)n[nH]c2=S)cc1	-1	0.98	2	40	-5	2	0.98	-6
Fc1cccc(-c2csc(-c3ccno3)n2)c1	-1	0.96	10	16	-4	4	0.9	0
COc1cc(NC(=O)C2CC(c3cccc(OC)c3OC)=NO2)cc(OC)c1OC (configuration not stated)	-11	0.97	-13	14	6	3	1.1	-6
Cc1ccccc1C1=NC(C(F)(F)F)(C(F)(F)F)c2c(n(C)c(=O)n(C)c2=O)N1	-8	0.95	2	-7	1	5	0.98	-10
COc1ccccc1OCc1ccc(C(=O)N2CCN(C(=O)c3ccco3)CC2)cc1	3	1	3	19	-4	-1	0.97	-6
CCOc1ccc(-c2cn(CCC#N)cn2)cc1	-6	1.2	-11	-10	-6	-16	1.1	-5
O=C1CCCN1c1ccc(C(=O)N(Cc2nnc(-c3ccccc3Cl)o2)C2CC2)cc1	-5	0.99	-15	7	10	1	1.1	0
COc1ccc(C(=O)Cn2nnc(-c3ccccc3NC(=O)C(F)(F)F)n2)cc1	6	1	11	6	-4	0	0.89	28
Cc1ccc(/C=C/C(=O)c2c(C)cc(C)[nH]c2=O)cc1	2	0.92	25	2	7	8	0.75	1
Cn1c(-c2ccc3c(c2)OCO3)cnc1NCc1cccc(Cl)c1	-4	0.96	0	3	0	4	1	52*
CC(C)Cc1nnc(NC(=O)C23CC4CC(CC(C4)C2)C3)s1	-1	0.98	-7	-1	-2	2	1.1	3
CN(C(=O)C(C)(C)C)c1ccc(OCC(=O)N2CCc3ccccc3C2)cc1	-4	1.1	1	2	-1	-6	0.99	-20
Cc1ccccc1/C=N/Nc1ncnc2nc[nH]c12	-2	0.95	-99	-7	2	5	2	-4
COc1ccc(C(CC(=O)Nc2ccc(Cl)cc2F)NC(=O)C(F)(F)F)cc1 (configuration not stated)	-12	1.1	12	-8	3	-7	0.88	-8

Limited to HKDC1 inhibitor, for five of the compounds above:
| structure | HKDC1 inhibitor |
| --- | --- |
| Cc1ccc(-n2c(CSc3nc(C)cc(C)n3)n[nH]c2=S)cc1 | -1 |
| Fc1cccc(-c2csc(-c3ccno3)n2)c1 | -1 |
| COc1cc(NC(=O)C2CC(c3cccc(OC)c3OC)=NO2)cc(OC)c1OC (configuration not stated) | -11 |
| Cc1ccccc1C1=NC(C(F)(F)F)(C(F)(F)F)c2c(n(C)c(=O)n(C)c2=O)N1 | -8 |
| COc1ccccc1OCc1ccc(C(=O)N2CCN(C(=O)c3ccco3)CC2)cc1 | 3 |

(more compounds)
SMILES	HKDC1 inhibitor	mIAP act	hIAP inh	PfGluPho inh	APOBEC3A inh	mIAP inh	hIAP activ	ATG4B inh
COc1ccc(C2CC(=O)Oc3cc(C)cc(C)c32)cc1 (configuration not stated)	3	0.94	.	-14	8	6	.	6
O=C(COc1ccccc1[N+](=O)[O-])Nc1ccc2c(c1)OCO2	4	0.9	4	9	3	10	0.96	-1
COc1ccc(N2C(=O)NC3CC2(C)Oc2ccccc23)cc1OC (configuration not stated)	6	0.99	5	14	-3	1	0.95	-2
CC(=O)Nc1nnc(SCC(=O)NCC2CCCO2)s1 (configuration not stated)	-9	1.1	14	4	41*	-13	0.86	-8
CC(=O)c1ccccc1Oc1cc(NN2CCCCC2)c([N+](=O)[O-])cc1[N+](=O)[O-]	-2	0.99	7	-11	19	1	0.93	0
COCCNC(=O)COCc1cc(-c2ccc3c(c2)OCO3)on1	-1	1	6	-3	0	-4	0.94	2
Cc1ccc(C)c(NC(=O)COC(=O)Cc2ccsc2)c1	-3	0.98	6	-21	-4	2	0.94	1
COc1ccc(CCNC(=O)CCCN2C(=O)c3ccccc3C2=O)cc1OC	-8	0.99	-15	-3	-2	1	1.2	0
CCOC(=O)C1=C(N)OC2=C(C(=O)CCC2)C1c1ccc2c(c1)OCO2 (configuration not stated)	-4	0.93	14	4	-3	7	0.86	-5
O=C(CCc1nnc(CCCCc2ccccc2)o1)NCc1cc(F)ccc1F	-7	1	-4	6	-4	-2	1	-8
CC[C@]12c3[nH]c4cc(-c5ccco5)ccc4c3CCN1C(=O)[C@@H](CC(=O)NCCCOC)C[C@@H]2C(=O)N1CCN(C(=O)C2CC2)CC1	3	1.1	.	14	-7	-5	.	.
CC(=O)Nc1ccc(S(=O)(=O)/N=C2/NC(=O)/C(=C\c3ccco3)S2)cc1	2	0.54	5	-30	60*	46*	0.95	10
COc1ccc(-n2nc(C(=O)NCC(=O)NCCCN3CCCCCC3)c3ccccc3c2=O)cc1Cl	1	0.82	6	14	4	18	0.94	-16
Cc1c(C(=O)N(C)CCCCN2CCOCC2)oc2c(F)cccc12	2	1	-11	-5	-1	-1	1.1	3
N#C/C(=C\c1ccc(-c2cccc([N+](=O)[O-])c2)o1)C(=O)NCCN1CCOCC1	-3	0.91	5	-35	2	9	0.95	-17
Cc1ccc2nc(Cl)c(/C=N/NC(=O)CN3CCOCC3)cc2c1	3	1	-9	10	3	0	1.1	8
Cc1cccc(N2CC(O)(c3cccs3)[N+]3=C2CCCCC3)c1 (configuration not stated)	-4	1.1	-12	-1	-3	-10	1.1	-2
CCN(CC)CCCNC(=S)N1CCN(c2nc(-c3ccccc3)cs2)CC1	-4	0.74	-32	16	1	26	1.3	-1
COCc1cc(=O)[nH]c(Nc2nc3ccccc3o2)n1	7	0.82	-65	-11	1	18	1.7	-3
COc1cc(C(=O)O)cc(Br)c1OC1CCCC1	-5	1	-13	-13	-2	-3	1.1	-9
O=C(c1cccc(S(=O)(=O)N2CCOCC2)c1)N1CCN(c2ccc(F)cc2)CC1	2	0.96	-4	-13	-3	4	1	-6
S=C(NCCCN1CCOCC1)NCCCN1CCOCC1	-3	0.87	-12	56	0	13	1.1	2
COc1ccc(C2/C=C\CN(C(=O)C3CC3)CC(=O)N2Cc2ccc(F)cc2)cc1 (configuration not stated)	8	0.98	1	2	1	2	0.99	-9
O=C(Nc1cccc(O)c1)C1CC(c2ccc(Cl)cc2)=NO1 (configuration not stated)	1	1.1	12	18	-8	-12	0.88	-3
Cc1cc(C(=O)N2CCN(c3ncccn3)CC2)c2cc(F)ccc2n1	-8	0.97	-16	-17	-2	3	1.2	-2
Cc1noc(C)c1NC(=O)N(C)C[C@H]1Oc2ccc(NS(=O)(=O)c3cn(C)cn3)cc2C(=O)N([C@H](C)CO)C[C@@H]1C	-3	0.99	0	3	-4	1	1	-5
COC(=O)c1nn(-c2ccccc2)ccc1=O	-4	0.94	-12	0	0	6	1.1	3
CC1OC(Nc2ccc(N=Nc3ccccc3)cc2)C(O)C(O)C1O (configuration not stated)	-9	0.9	-16	-1	-5	10	1.2	-8
CCC/C(O)=C1\C(=O)CC(C)(C)CC1=Nc1ccccc1OC	-3	1	-3	-21	-1	-4	1	4
O=C(N/N=C/c1cccnc1)c1ccc2c(c1)OCO2	2	0.9	8	-1	-1	10	0.92	0
CCc1ccc(NC(=O)CCC(=O)c2ccccc2)cc1	-3	0.98	4	-4	0	2	0.96	8
Cc1nn(S(=O)(=O)N(C)C)c(C)c1CN1C(=O)c2ccccc2C1=O	-7	1	-16	-3	5	-4	1.2	-13
Cc1ccc(C(=O)c2c3ccc(C(F)(F)F)cc3[n+]([O-])n2CCC(N)=O)cc1	-2	1.1	2	3	0	-5	0.97	-6
O=C(Cc1cccc2ccccc12)N/N=C/c1ccc2cccc(O)c2n1	7	0.89	-29	-30	0	12	1.3	10
CC(C)(C)c1cc2ncnc(N3CCCCC3)c2s1	-1	0.95	2	-4	-2	5	0.98	2
O=S(=O)(Nc1cccc(S(=O)(=O)N2CCOCC2)c1)c1cccs1	-4	0.93	-8	-8	0	7	1.1	2
COc1ccccc1OCc1nc(-c2ccc([N+](=O)[O-])cc2)no1	4	0.98	7	-2	-2	2	0.93	12
Cn1cc(C(=O)c2ccc(F)cc2)cc1-c1nc2ccccc2n1C	2	1.1	-10	-12	-5	-6	1.1	-16
Cc1nnc(SCC(=O)NC2CCS(=O)(=O)C2)n1-c1ccccc1 (configuration not stated)	-5	1	9	-6	-1	0	0.91	2
O=C(Nc1ccc2c(c1)OCCO2)C1CC(c2ccccc2Cl)=NO1 (configuration not stated)	-2	1.1	1	6	3	-8	0.99	-7
CC1CCCC(C)N1C(=O)CSc1nnc(CSc2ncccn2)n1C (configuration not stated)	6	0.92	16	1	2	8	0.84	4
OC1(c2ccc(Cl)c(Cl)c2)C[n+]2ccccc2N1Cc1ccccc1 (configuration not stated)	-10	1	-4	-7	0	-3	1	10
C=CCOC(=O)C1=C(C)NC(SCC(=O)NC(=O)OCC)=C(C#N)C1c1cccnc1 (configuration not stated)	-4&-5	0.93	16	-2&-6	0	7	0.84	-10&8
COc1ccc(N2CCN(c3oc(-c4ccc(OC)c(OC)c4)nc3C#N)CC2)cc1	3	0.99	3	0	-1	1	0.97	-6
Cc1ccc(-c2c(C)sc3nc[nH]c(=O)c23)cc1C	0	1.1	-16	2	-7	-6	1.2	-5
Cc1cc(/C=C(/C#N)c2cccc(F)c2)c(C)n1-c1cccnc1	1	0.9	12	-6	-5	10	0.88	-20
CCCCNS(=O)(=O)c1ccc2nc(SCC(=O)c3ccccc3OC)[nH]c2c1	-7	0.94	-13	-5	1	6	1.1	8
O=C(C1CCCN(Cc2cccnc2)C1)N1CCCCC1 (configuration not stated)	-5	1.1	-7	9	-3	-10	1.1	-5
CC(C)(C)c1[nH]nc2c1C(c1ccco1)C(C#N)=C(N)O2 (configuration not stated)	-3	1	-12	12	-3	-2	1.1	-4
COc1ccccc1C(=O)N/N=C(\C)c1ccc(NC(=O)C2CC2)cc1	-5	1	5	-11	-2	-2	0.95	-12
O=C(NCCc1ccc(Cl)cc1)c1nnc(Cc2ccc(Cl)cc2)o1	-4	0.86	-14	-3	-1	14	1.1	-3
C=CCn1c(C(C)NC(=O)CCC)nc2ccccc21 (configuration not stated)	10	0.97	-19	-11	-4	3	1.2	-3
Cn1c(=O)c2c(ncn2CCCC(=N)N2CCOCC2)n(C)c1=O	-5	1	-8	10	-1	-4	1.1	-2
Cc1nc(NC(=O)CSc2nnc(N)s2)c(Cl)cc1Cl	-1	1	-17	-5	-8	0	1.2	-1
CCOC(=O)c1c(NC(=O)CN2CCOCC2)sc(C(=O)NC)c1C	3	0.92	20	-10	2	8	0.8	3
